# SIAE primary: inhibitors of human sialic acid acetylesterase SIAE. AID 1053197. SIAE FP-Rh probe binding, fluorescence polarization. actives 0.69% (n = 370,000). Q9HAT2. inhibition, % at 9.66 µM;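 active = inhibition above a cutoff: mean of compounds within the control limits plus 3 SD of those, cut at about 17% in these data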;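 note: 0% = plate median of compound wells and 100% = probe without SIAE protein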
# PRMT1 inh: inhibitors of human PRMT1; inhibition, % at 2.79 µM; recombinant PRMT1, activity-based probe fluorescence polarization; actives 1.3% (n = 370,000);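 active = inhibition above about 21% made by adding two undisclosed values, limit read from the data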
# PG9 binder: PG9 antibody binding by small molecule; TR-FRET gp120-PG9 antibody binding; inhibition, % at 6.7 µM; actives 0.43% (n = 360,000); AID 624416; in the data active = inhibition above about 8.5%
# Rev-erbA mod: modulates human Rev-erb alpha binding to DNA | P20393 | Rev-erbα–FITC-DNA binding, fluorescence polarization, 90 min | activity, % at 10 µM | actives 0.79% (n = 370,000);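 active = activity above about 14%, limit read from the data; passing the limit was not always enough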;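 note: 0% = DMSO wells with 35 nM protein and 100% = DMSO wells with 750 nM protein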
# Target sequence (P20393 whole entry, looked up): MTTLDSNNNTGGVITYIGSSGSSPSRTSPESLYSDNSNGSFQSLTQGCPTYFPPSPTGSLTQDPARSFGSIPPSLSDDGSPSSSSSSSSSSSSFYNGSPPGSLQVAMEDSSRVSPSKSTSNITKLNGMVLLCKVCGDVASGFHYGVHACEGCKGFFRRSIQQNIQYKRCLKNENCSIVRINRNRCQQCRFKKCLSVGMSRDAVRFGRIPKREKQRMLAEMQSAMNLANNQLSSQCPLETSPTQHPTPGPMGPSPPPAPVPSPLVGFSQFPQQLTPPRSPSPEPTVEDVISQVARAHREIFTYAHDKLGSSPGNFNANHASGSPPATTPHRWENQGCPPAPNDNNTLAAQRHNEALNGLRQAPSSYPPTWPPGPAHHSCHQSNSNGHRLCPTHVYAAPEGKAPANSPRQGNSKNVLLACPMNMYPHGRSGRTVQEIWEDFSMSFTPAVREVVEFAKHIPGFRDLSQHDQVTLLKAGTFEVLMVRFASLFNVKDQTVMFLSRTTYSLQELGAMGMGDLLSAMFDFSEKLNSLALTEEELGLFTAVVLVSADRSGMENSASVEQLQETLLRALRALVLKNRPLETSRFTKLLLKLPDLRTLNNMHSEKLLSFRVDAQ
# mABHD4 FP: ABHD4 (mouse) inhibition, primary FP screen; inhibition, % at 8.92 µM; purified mABHD4, FP-Rh probe fluorescence polarization; actives 0.54% (n = 370,000); Q8VD66;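 active = inhibition exceeding the mean over every tested compound plus 3 SD, cut at about 30% in these data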;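 note: 0% = plate median of compound wells and 100% = S159A mutant with DMSO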
#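 Doses – 8.92 µM, single dose · Material – wild-type mouse ABHD4 protein · Replication – single well per compound (singlicate) · Measure – percent inhibition of probe binding, normalized to plate controls · Schedule – 45 min compound pre-incubation plus 60 min probe step, 25 °C · Detection – fluorescence polarization with parallel and perpendicular emission, 525/598 nm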
# HTRA1 inhibitor: blocks human HTRA1 serine peptidase | Q92743 | recombinant HTRA1, FP-rhodamine activity-based probe, fluorescence polarization | inhibition, % at 5.96 µM | actives 0.5% (n = 340,000) | AID 504803; in the data active = inhibition above about 36%;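 note: 0% = enzyme with DMSO and 100% = wells lacking enzyme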
# TCR CD3 inh: blocks the human TCR-CD3 interaction. TAMRA-labeled TCR probe fluorescence, biochemical. actives 0.37% (n = 360,000). inhibition, % at 9.4 µM; in the data active = inhibition above about 19%;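 note: recombinant mutant TCR 2C K166C tagged with TAMRA read by polarization; 0% = receptor in buffer alone and 100% = receptor with positive control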
# TDP2 absorb: TDP2 (human) inhibition, absorbance primary screen | O95551 | actives 0.34% (n = 370,000) | inhibition, % at 12.8 µM | recombinant TDP2, T5PNP hydrolysis, p-nitrophenol absorbance 415 nm | AID 720702;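 active = inhibition above the mean of all tested compounds plus 3 SD, set per campaign, cut at about 25% in these data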;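 note: 0% = DMSO with enzyme and 100% = buffer with substrate but no TDP2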
#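 System – recombinant human TDP2 · Amount – 120 nM TDP2 per well · Buffer or medium – Mg2+-containing Tris-HCl buffer, pH 7.5 · Reagent – T5PNP substrate, 5 mM · Dosing – 12.8 µM single point, 1% DMSO · Incubation – 2 h at 37 °C · Measured by – epi absorbance · Read-out basis – percent inhibition · Benchmarks – high control without enzyme, low control DMSO plus TDP2 · Repeats – singlicate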
# LEDGF integ inh: blocks HIV-1 LEDGF/p75-dependent DNA integration; inhibition, % at 3.7 µM; AID 743269; TR-FRET IN-LEDGF/p75 DNA integration, Eu/Cy5; actives 0.64% (n = 370,000);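 active = inhibition above the screen-wide mean plus 3 SD, cut at about 13% in these data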;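 note: signal is the Cy5 over europium emission ratio at 671 and 618 nm; 0% = plate median of compound wells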
# rCAG binder: binds r(CAG) RNA repeats; inhibition, % at 3 µM; actives 1.3% (n = 370,000); r(CAG) RNA repeat, TO-PRO-1 dye displacement fluorescence; AID 651821;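 active = inhibition above the plate cutoff, the mean of all test compounds on that plate plus 3 SD, cut at about 35% in these data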;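 note: 0% = DMSO alone and 100% = 100 µM mitoxantrone as full dye displacement; higher means more dye released from RNA so lower well fluorescence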
# * hit, by the source's call; . = not tested or not shown.
Structure | SIAE primary | PRMT1 inh | PG9 binder | Rev-erbA mod | mABHD4 FP | HTRA1 inhibitor | TCR CD3 inh | TDP2 absorb | LEDGF integ inh | rCAG binder
Cc1ccc(C(CC(=O)NCCCN(C)C)c2ccc(OC(C)C)cc2)cc1 (stereo unspecified) | -6.8 | -4.2 | -1.4 | 3.7 | 1.1 | 1.8 | 1.1 | -2.3 | -7.0 | -4.9
COc1cnc(SCC(=O)O)[nH]c1=O | -2.1 | 1.7 | -0.1 | -0.6 | -1.5 | -5.2 | 7.9 | -4.2 | -3.0 | -0.3
COc1cccc(CN2CCN(Cc3cc(OC)c(OC)c(OC)c3)CC2)c1OC | 4.1 | 2.3 | -1.9 | -3.1 | 17.7 | 4.8 | 4.9 | 12.4 | 4.6 | -6.1
CCN(CC)C(=O)CSc1nnc(-n2nc(C)cc2C)c2ccccc12 | 6.8 | -1.1 | -0.2 | 4.3 | 3.3 | -3.0 | 3.5 | -7.4 | 0.3 | -6.7
COc1ccccc1C(=O)NC(=O)CSc1nnc(SC)s1 | -1.6 | 0.3 | 0.8 | 1.8 | -2.2 | 0.3 | 2.0 | -14.8 | 0.8 | -2.4
O=C1CC(/C=C/c2ccncc2)=Nc2ccccc2N1 | 4.2 | 11.0 | -1.7 | 8.5 | -9.8 | 11.2 | -3.3 | -15.2 | -2.1 | 3.1
COC(=O)c1ccc2c(c1)N(Cc1ccccc1F)C(=O)c1ccccc1S2=O (stereo unspecified) | -3.5 | -5.1 | 2.4 | -2.4 | -9.4 | -8.5 | -1.5 | 1.3 | 6.1 | 2.9
Cc1ccc(C)n1-c1nnc(N2CCC(C(=O)NCCCN3CC(C)CC(C)C3)CC2)s1 (stereo unspecified) | -0.9 | -3.2 | -2.0 | 1.6 | -4.6 | 5.1 | 0.8 | 14.6 | 1.4 | -2.4
Cc1sc2nc(SCC(=O)c3cc(C)n(CC4CCCO4)c3C)n(C(C)C)c(=O)c2c1C (stereo unspecified) | -2.3 | -0.5 | 0.4 | -3.8 | 5.2 | -8.7 | 4.8 | -3.9 | -1.1 | -1.3
CN1CCC(=C(c2ccccc2)c2ccc(Br)cc2)CC1 | -3.7 | 5.8 | 0.7 | -0.3 | 3.8 | -1.4 | 3.0 | -13.6 | -0.4 | -1.7
COc1ccc(CC(=O)Nc2ccc(/C(C)=N\NC(=O)c3ccc(Br)o3)cc2)cc1 | -2.6 | 0.9 | -1.2 | -2.6 | -3.6 | -7.2 | 2.0 | 1.3 | 0.9 | 3.6
CN(c1ccccc1)S(=O)(=O)c1cccc(NC(=O)CSc2nnc(N)s2)c1 | 2.7 | 0.7 | 1.6 | 0.3 | -2.9 | -11.7 | -3.0 | -1.4 | -2.1 | 7.0
CNC(=S)NN=C(C)CCCC(C)=NNC(=S)NC | 7.9 | 0.2 | 1.3 | 8.5 | 2.4 | -1.0 | 0.0 | -13.8 | 4.5 | 0.5
Cc1ccc2cc3cc(C(=O)NCCCN4CC(C)CC(C)C4)oc3nc2c1 (stereo unspecified) | -1.1 | 3.1 | -0.9 | 0.0 | 6.3 | -9.4 | -7.8 | -0.3 | -0.2 | 0.2
O=C(CS(=O)(=O)Cc1ccccc1)N1CCc2ccccc21 | 4.3 | -3.2 | 0.8 | -1.9 | 0.3 | 5.5 | 1.9 | 6.4 | 1.4 | -2.7

# Single records, as listed above:
# Profile of CNC(=S)NN=C(C)CCCC(C)=NNC(=S)NC = SIAE primary: 7.9; PRMT1 inh: 0.2; PG9 binder: 1.3; Rev-erbA mod: 8.5; mABHD4 FP: 2.4; HTRA1 inhibitor: -1.0; TCR CD3 inh: 0.0; TDP2 absorb: -13.8; LEDGF integ inh: 4.5; rCAG binder: 0.5
# Profile of COc1cccc(CN2CCN(Cc3cc(OC)c(OC)c(OC)c3)CC2)c1OC = SIAE primary: 4.1; PRMT1 inh: 2.3; PG9 binder: -1.9; Rev-erbA mod: -3.1; mABHD4 FP: 17.7; HTRA1 inhibitor: 4.8; TCR CD3 inh: 4.9; TDP2 absorb: 12.4; LEDGF integ inh: 4.6; rCAG binder: -6.1

# Returning to the listing with the 5 entries that preceded the break.
Structure | SIAE primary | PRMT1 inh | PG9 binder | Rev-erbA mod | mABHD4 FP | HTRA1 inhibitor | TCR CD3 inh | TDP2 absorb | LEDGF integ inh | rCAG binder
COc1ccc(CC(=O)Nc2ccc(/C(C)=N\NC(=O)c3ccc(Br)o3)cc2)cc1 | -2.6 | 0.9 | -1.2 | -2.6 | -3.6 | -7.2 | 2.0 | 1.3 | 0.9 | 3.6
CN(c1ccccc1)S(=O)(=O)c1cccc(NC(=O)CSc2nnc(N)s2)c1 | 2.7 | 0.7 | 1.6 | 0.3 | -2.9 | -11.7 | -3.0 | -1.4 | -2.1 | 7.0
CNC(=S)NN=C(C)CCCC(C)=NNC(=S)NC | 7.9 | 0.2 | 1.3 | 8.5 | 2.4 | -1.0 | 0.0 | -13.8 | 4.5 | 0.5
Cc1ccc2cc3cc(C(=O)NCCCN4CC(C)CC(C)C4)oc3nc2c1 (stereo unspecified) | -1.1 | 3.1 | -0.9 | 0.0 | 6.3 | -9.4 | -7.8 | -0.3 | -0.2 | 0.2
O=C(CS(=O)(=O)Cc1ccccc1)N1CCc2ccccc21 | 4.3 | -3.2 | 0.8 | -1.9 | 0.3 | 5.5 | 1.9 | 6.4 | 1.4 | -2.7
c1ccc2nc(N3CCOCC3)cnc2c1 | -8.8 | -2.8 | 0.4 | 6.8 | -12.9 | -3.8 | 0.4 | -11.5 | -0.7 | 1.7
CCN1C[C@@H]2[C@@H]3C(=O)N(C)C(=O)[C@@H]3[C@](C)(C1=O)N2C(=O)c1ccc(F)cc1 | -5.2 | 0.6 | -1.4 | -5.4 | 3.9 | -7.2 | -2.7 | 4.8 | 1.4 | -0.8
CCN(CC)CCOC(=O)c1ccccc1Br | -1.9 | -0.8 | 3.0 | -0.3 | -3.6 | -7.0 | -0.2 | 4.6 | 0.6 | -1.6
CC(C)NC(=O)C1(C)CN(S(C)(=O)=O)CC(=O)N1Cc1ccco1 (stereo unspecified) | 1.1 | -2.8 | -1.4 | 0.2 | 0.9 | . | 1.0 | 9.8 | -0.7 | 0.9
Cc1ccc(CNC(=O)C2C3C=CC4(CN(Cc5cccnc5)C(=O)C24)O3)cc1 (stereo unspecified) | -4.9 | 1.6 | 0.1 | 0.2 | 10.7 | -2.0 | 3.8 | -2.8 | -1.1 | -2.8
Cc1ccc(-c2cc(C(=O)NCCN3CCOCC3)c3ccccc3n2)o1 | 3.6 | 7.8 | 1.2 | -3.7 | 1.0 | -0.2 | 0.4 | -0.3 | 2.3 | 3.9
Nc1nc(-c2ccccc2)c(CC(=O)O)s1 | 3.9 | -1.2 | -2.4 | -5.7 | 0.5 | -5.4 | -2.2 | 2.3 | 4.5 | 1.9
Cc1ccnc2nc(C(=O)N3CCN(S(=O)(=O)c4ccccc4)CC3)nn12 | 1.0 | -2.1 | -1.5 | -1.2 | -2.4 | 2.1 | 9.1 | -7.6 | 0.4 | 3.2
O=C(NCC1CC1)c1cc([N+](=O)[O-])cc([N+](=O)[O-])c1 | -4.0 | 3.5 | 0.9 | -5.2 | 1.4 | -2.4 | -4.2 | 4.9 | -3.2 | 0.9
O=C(c1cc(=O)c2cc(Cl)ccc2o1)N1CCN(Cc2ccccc2)CC1 | 1.9 | -2.4 | -1.9 | 0.9 | 3.0 | -3.5 | -1.0 | 10.4 | -1.8 | -7.2

# The list is partial; the hit share may differ from the screen's.
